Screens as filed in PubChem.
3CLpro inhibitor – SARS-CoV 3CLpro protease inhibition; recombinant SARS-CoV 3CLpro, quenched FRET peptide cleavage; inhibition, % at 6 µM; 290,000 compounds, 0.14% hits; in the data active = inhibition above about 12%
MazF activator – increases E. coli MazEF RNase cleavage of RNA; FAM/BHQ RNA-DNA oligo cleavage fluorescence, 5 h; 350,000 compounds, 0.32% hits; P0AE70; activation, % at 20 µM; in the data active = activation above about 50%
Target sequence (P0AE70 whole entry, looked up): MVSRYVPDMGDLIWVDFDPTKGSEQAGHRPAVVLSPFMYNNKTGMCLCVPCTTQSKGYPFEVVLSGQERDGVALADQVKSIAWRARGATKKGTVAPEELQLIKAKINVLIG
Mtb BioA inh – inhibitors of Mycobacterium tuberculosis BioA enzyme | purified M. tuberculosis BioA enzyme, plate reader | inhibition, % at 9.99 µM | 360,000 compounds, 0.096% hits | AID 602481; in the data active = inhibition above about 40%
GDH-TPI counter – GDH-TPI coupled enzyme inhibition counter-screen; GDH-TPI coupled enzyme counterscreen, NADH absorbance; inhibition, % at 4.8 µM; 360,000 compounds, 1.2% hits; AID 588335; in the data active = inhibition above about 30%;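 note: 0% = DMSO wells and 100% = wells lacking the enzyme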
Rv3671c protease – inhibits the M. tuberculosis serine protease Rv3671c | P9WHR9 | inhibition, % at 5.96 µM | 320,000 compounds, 0.048% hits | AID 2606; in the data active = inhibition above about 38%;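 note: extracellular domain of Rv3671c used as enzyme; 0% = enzyme with DMSO and 100% = no enzyme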
UGM FP inh – Mtb UDP-galactopyranose mutase inhibition; P9WIQ1; AID 504406; inhibition, % at 10 µM; purified UGM, fluorescence polarization probe displacement; 320,000 compounds, 0.06% hits; in the data active = inhibition above about 10%, passing the limit was not always enough
Target sequence (P9WIQ1 whole entry, looked up): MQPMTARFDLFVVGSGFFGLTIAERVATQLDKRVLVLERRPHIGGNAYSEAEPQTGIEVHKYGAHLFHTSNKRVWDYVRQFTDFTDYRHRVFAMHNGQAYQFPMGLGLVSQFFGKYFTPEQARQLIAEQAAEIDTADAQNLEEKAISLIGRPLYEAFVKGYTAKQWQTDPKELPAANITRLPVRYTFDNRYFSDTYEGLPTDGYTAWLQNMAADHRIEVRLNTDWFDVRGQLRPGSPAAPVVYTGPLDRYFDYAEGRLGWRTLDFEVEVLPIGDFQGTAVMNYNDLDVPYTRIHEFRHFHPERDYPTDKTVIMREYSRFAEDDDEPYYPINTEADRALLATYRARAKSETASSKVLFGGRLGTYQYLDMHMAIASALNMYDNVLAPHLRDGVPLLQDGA
PriA SSB inh – K. pneumoniae PriA-SSBct interaction inhibition; AlphaScreen SSBct-PriA binding, biotinylated peptide; inhibition, % at 33 µM; 430,000 compounds, 0.6% hits; in the data active = inhibition mostly above about 37%, no sharp cut-off; inactive = mostly below about 20%;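 note: plate controls were negative control peptide for no effect and reference peptide for full effect; strong numbers were not always called active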
Vc quorum ag – quorum light induction in luxS cqsA deficient V. cholerae; V. cholerae BH1578 lux reporter, luminescence, 6 h; activation, % at 18.7 µM; 350,000 compounds, 0.16% hits; AID 588436; in the data active = activation mostly above about 9.7%, no sharp cut-off; note: not every result past the cut was called active; inactives centre near 0; reference of the scale not given here
DUSP3 inh – DUSP3 (human) phosphatase inhibition; recombinant VHR phosphatase, pNPP absorbance; inhibition, % at 13.3 µM; 290,000 compounds, 0.52% hits; AID 1654; in the data active = inhibition above about 50%; note: some compounds called inactive have numbers as strong as hits
Target sequence (P51452 whole entry, looked up): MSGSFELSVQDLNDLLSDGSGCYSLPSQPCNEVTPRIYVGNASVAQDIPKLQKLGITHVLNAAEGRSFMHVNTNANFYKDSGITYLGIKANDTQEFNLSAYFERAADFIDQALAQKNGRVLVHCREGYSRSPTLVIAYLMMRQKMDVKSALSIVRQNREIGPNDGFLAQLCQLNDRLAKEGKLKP
Mtb FBA inh – Mtb fructose-bisphosphate aldolase inhibition; P9WQA3; purified M. tuberculosis FBA, fluorescence read-out; inhibition, % at 1 µM; 360,000 compounds, 2.3% hits; in the data active = inhibition above about 27%;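 note: 0% = vehicle and 100% = reference inhibitor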
The depositor's hits bear a star; i = inactive; / = no result given; & = joins results of further samples.

#	structure	3CLpro inhibitor	MazF activator	Mtb BioA inh	GDH-TPI counter	Rv3671c protease
1	CC(C)Oc1ccccc1C1Nc2ccccc2C(=O)N1c1ccc2c(c1)OCCO2 (configuration not stated)	7	4	-0.3	6	-11
2	COc1ccc(C2C(=O)N(CCc3ccccc3)CC(=O)N2C2CCCC2)cc1 (configuration not stated)	-2	-7	0.7	-1	-1
3	COc1ccc(C(=O)c2ccccc2)c(OCC(=O)NC2CC2)c1	1	5	-1.4	9	0
4	CCCC(C(=O)NCC1CCCO1)N(Cc1ccco1)C(=O)CNS(=O)(=O)c1ccc(F)cc1 (configuration not stated)	7	1	0.5	-4	4
5	O=C(NCc1ccccc1Cl)NC(=O)c1csc([N+](=O)[O-])c1	1	-3	/	2	-2
6	CCOCCc1nn2c(=O)cc(CSCC(=O)Nc3cc(C)cc(C)c3)nc2s1	4	0	1.2	1	-6
7	COc1ccc(CN2C(=O)CCC(C(=O)O)C2c2ccccc2)cc1 (configuration not stated)	2	-6	-0.1	6	11
8	Cc1nc2ccc([N+](=O)[O-])cc2[nH]1	1	7	/	8	1
9	Cc1nc(Cl)sc1C(=O)Nc1ccccc1	3	3	/	-2	-4
10	O=C(Cn1c(C(=O)N2CCN(C3CCCCC3)CC2)cc2sccc21)c1ccccc1	2	-9	6.4	0	9

#	UGM FP inh	PriA SSB inh	Vc quorum ag	DUSP3 inh	Mtb FBA inh
1	3.8	2	i	23	5
2	1.4	-8	-0.4	19	0
3	2.9	-1	i	15	-3
4	-0.2	-8	i	-5	2
5	-1.2	-12	-0.5	10	1
6	-3.3	-7	0.5	0	1
7	2.5	-28	-0.3	6	0
8	-2.7	-15	-0.6	7	-1
9	2.7	-2	1.9	17	-8
10	0.8	19	i	22	-1

Next section
#	structure	3CLpro inhibitor	MazF activator	Mtb BioA inh	GDH-TPI counter	Rv3671c protease
11	COc1cccc(Cn2c(NCc3cccnc3)nc3c2c(=O)n(C)c(=O)n3C)c1	2	11	/	0	-5
12	NC(=O)c1cc([N+](=O)[O-])cc([N+](=O)[O-])c1	/	3	-0.6	-2	/
13	COc1ccc(/C=N\NC(=O)CCN2CCN(c3ccccc3)CC2)cc1OC	2	9	-0.4	24	-1
14	O=C(CC(NCCc1ccccc1)C(=O)O)Nc1ccc(O)cc1 (configuration not stated)	4	/	/	/	0
15	CCCN(C(=O)c1cc(S(=O)(=O)N(C)c2ccccc2OC)ccc1C)C1CCS(=O)(=O)C1 (configuration not stated)	/	-2	0.5	6	/
16	Cc1noc(C)c1S(=O)(=O)N1CCC(Cc2ccccc2)CC1	2	-1	i	-3	-1
17	COc1ccc2c(C)c(C(=O)NCC(C)O)oc2c1OC (configuration not stated)	-5	-5	-1.0	3	-3
18	O=C(OCCN1CCN(c2ncc(C(F)(F)F)cc2Cl)CC1)c1ccc(F)cc1	5	-8	3.0	-7	9
19	COc1cccc(NC(=O)CN(c2cccc(OC)c2)S(C)(=O)=O)c1	-2	-1	/	5	8
20	C=CCn1c(SCC(=O)NC2CCS(=O)(=O)C2)nnc1-c1ccncc1 (configuration not stated)	2	5	/	-7	6

#	UGM FP inh	PriA SSB inh	Vc quorum ag	DUSP3 inh	Mtb FBA inh
11	/	3	i	-1	1
12	/	-7	-0.2	/	-3
13	1.9	/	-0.3	21	2
14	0.4	/	/	29	/
15	/	9	-0.6	/	1
16	0.3	-30	-7.7	20	4
17	-1.3	-4	-0.4	40	138*
18	-0.5	1	-0.2	7	1
19	-0.3	0	i	-9	3
20	-3.1	-8	-0.4	-12	1

Just Rv3671c protease and GDH-TPI counter (two entries from above):
cpd	Compound	Rv3671c protease	GDH-TPI counter
17	COc1ccc2c(C)c(C(=O)NCC(C)O)oc2c1OC (configuration not stated)	-3	3
18	O=C(OCCN1CCN(c2ncc(C(F)(F)F)cc2Cl)CC1)c1ccc(F)cc1	9	-7

Compound profiles, as listed above. Screens in order: 3CLpro inhibitor	MazF activator	Mtb BioA inh	GDH-TPI counter	Rv3671c protease	UGM FP inh	PriA SSB inh	Vc quorum ag	DUSP3 inh	Mtb FBA inh
Cc1noc(C)c1S(=O)(=O)N1CCC(Cc2ccccc2)CC1 as listed: 2	-1	i	-3	-1	0.3	-30	-7.7	20	4
C=CCn1c(SCC(=O)NC2CCS(=O)(=O)C2)nnc1-c1ccncc1 (configuration not stated) as listed: 2	5	/	-7	6	-3.1	-8	-0.4	-12	1
CCCN(C(=O)c1cc(S(=O)(=O)N(C)c2ccccc2OC)ccc1C)C1CCS(=O)(=O)C1 (configuration not stated) as listed: /	-2	0.5	6	/	/	9	-0.6	/	1

Further records:
#	structure	3CLpro inhibitor	MazF activator	Mtb BioA inh	GDH-TPI counter	Rv3671c protease
21	COc1ccc(C(=O)NC(=S)NCc2ccco2)cc1	10	-2	/	1	-3
22	Cc1cc(OCC(=O)Nc2sc3c(c2C#N)CC(C)(C)NC3(C)C)c(C(C)C)cc1Cl	-2	0	-1.0	4	-9
23	CCOP(=O)(C#Cc1ccccc1)C(O)c1ccc(Br)cc1 (configuration not stated)	-2	-2	/	-3	10
24	Nn1c(SCC(=O)NC2CCS(=O)(=O)C2)nc2scc(-c3ccccc3)c2c1=O (configuration not stated)	/	-10	1.2	6	1
25	O=C(Nc1ccon1)c1cnc2sccn2c1=O	1	0	1.8	31*	-6
26	CCOc1ccc(NS(=O)(=O)c2ccc(C(=O)N(C)Cc3cccc(OC)c3OC)cc2)cc1	4	3	2.2	-1	-2
27	Brc1ccc2c(c1)C(c1cccnc1)=NNC(c1cccs1)=N2	1	-7	/	10	-4
28	O[C@H]1C[C@H](c2ccc(Cl)cc2)N(CC2CCCCC2)C[C@@H]1n1cc(C2CC2)nn1	/	-1	-1.5	5	/
29	O=C(CCCN1C(=O)C(c2ccccc2)Oc2cccnc21)NCc1ccc(F)cc1 (configuration not stated)	0	3	2.9	3	1
30	CC1SCCN1S(=O)(=O)c1ccc2ccccc2c1 (configuration not stated)	0	-3	-2.6	-1	-2

#	UGM FP inh	PriA SSB inh	Vc quorum ag	DUSP3 inh	Mtb FBA inh
21	2.1	-6	i	21	-3
22	1.3	-11	-13	27	0
23	4.0	-5	-0.7	2	-2
24	3.1	3	i	/	6
25	-1.4	-7	i	19	28*
26	1.1	-4	i	4	0
27	-0.5	53*	-0.3	15	5
28	/	/	i	/	-1
29	1.9	-2	-0.7	-20	-1
30	1.5	-18	i	13	5

Looked up above.
Result of entry 24 in MazF activator: -10
Result of entry 19 in UGM FP inh: -0.3
Result of entry 29 in Mtb BioA inh: 2.9
Result of entry 3 in Mtb BioA inh: -1.4
Result of entry 25 in Mtb FBA inh: 28*
Result of entry 7 in GDH-TPI counter: 6
Result of entry 9 in MazF activator: 3

More structures follow.
#	structure	3CLpro inhibitor	MazF activator	Mtb BioA inh	GDH-TPI counter	Rv3671c protease
31	Cc1cc(C)c(NC(=O)c2cc(C(=O)O)ccc2C(=O)O)c([N+](=O)[O-])c1	1	7	/	1	-3
32	CN(CCOc1ccc(Cl)cc1)C(=O)CNS(=O)(=O)c1ccc(N(C)C)c([N+](=O)[O-])c1	/	-5	-1.6	4	/
33	COc1ccc(CC(=O)Oc2ccc(C)cc2Br)cc1S(=O)(=O)N1CCOCC1	/	-1	-1.9	-2	12
34	COc1cc(/C=N/NC(=O)c2ccc3ccccc3c2)ccc1Oc1ccc([N+](=O)[O-])cn1	-2	10	/	14	-66
35	COc1cccc(N(CC(=O)NCCSc2ccccc2)S(C)(=O)=O)c1	1	-11	-0.8	2	-4
36	O=C(C[n+]1cccc(C(=O)N/N=C/c2ccc(Br)cc2)c1)c1ccccc1	/	10	3.0	25	2
37	O=C(CCc1ccccc1)NNC(=O)c1ccc(F)cc1	3	-3	/	-2	6
38	COC(=O)c1cccc(C(=O)N2CCCC(CCC(=O)N(C)CCc3ccccn3)C2)c1 (configuration not stated)	1	3	-1.1	-6	0
39	CCOP(=O)(OCC)C(NC(=O)c1ccccc1C)C(Cl)(Cl)Cl (configuration not stated)	3	5	/	3	7
40	Fc1ccccc1C1c2[nH]c3ccccc3c2CCN1Cc1ccoc1 (configuration not stated)	4	3	/	7	-2

#	UGM FP inh	PriA SSB inh	Vc quorum ag	DUSP3 inh	Mtb FBA inh
31	4.4	8	2.3	-5	4
32	/	19	i	/	2
33	-2.9	-24	-1.4	/	2
34	-0.6	/	-0.4	-17	-1
35	2.2	0	-3.7	-4	1
36	3.4	/	-0.3	/	0
37	-0.1	3	i	13	1
38	0.2	3	-0.4	30	-2
39	0.6	-5	-0.4	13	15
40	6.5	17	-0.2	35	-5

Compounds 31 to 32, quoted:
#	structure	3CLpro inhibitor	MazF activator	Mtb BioA inh	GDH-TPI counter	Rv3671c protease
31	Cc1cc(C)c(NC(=O)c2cc(C(=O)O)ccc2C(=O)O)c([N+](=O)[O-])c1	1	7	/	1	-3
32	CN(CCOc1ccc(Cl)cc1)C(=O)CNS(=O)(=O)c1ccc(N(C)C)c([N+](=O)[O-])c1	/	-5	-1.6	4	/

#	UGM FP inh	PriA SSB inh	Vc quorum ag	DUSP3 inh	Mtb FBA inh
31	4.4	8	2.3	-5	4
32	/	19	i	/	2

(continued)
#	structure	3CLpro inhibitor	MazF activator	Mtb BioA inh	GDH-TPI counter	Rv3671c protease
41	CN(Cc1ccccc1)C(=O)c1csc([C@H]2C[C@H](O)[C@@H](CO)O2)n1	/	/	-0.6	5	/
42	O=S(=O)(Nc1ccccc1)c1ccc(NS(=O)(=O)c2cccs2)cc1	3	11	/	15	0
43	CCOC(=O)c1c(CN2CCOCC2)n(C)c2cc(Br)c(O)c(CN(C)C)c12	-1&-1	0&-10	-0.4&1.8	7&2	-1&6
44	O=C1C2Sc3[nH]c(=O)sc3C(c3cc([N+](=O)[O-])ccc3O)C2C(=O)N1c1ccccc1 (configuration not stated)	2	5	-0.7	6	-11
45	CCCCOc1ccc(C(=O)NCC(=O)OC2CCOC2=O)cc1 (configuration not stated)	-4	-5	-0.9	4	4
46	O=C1NN=C2CCCCCCC12 (configuration not stated)	/	3	-1.3	11	/
47	O=C(Nc1ccnn1C1CCN(C(=O)c2cnsn2)CC1)c1cccc(F)c1	0	3	0.8	4	4

#	UGM FP inh	PriA SSB inh	Vc quorum ag	DUSP3 inh	Mtb FBA inh
41	/	/	0.0	/	-1
42	-0.8	-9	i	3	0
43	-0.1&-0.1	9	-2.6&-0.2	-10&42	4&-3
44	4.3	0	0.1	5	1
45	-0.9	-13	i	-3	2
46	/	/	-4.8	/	29*
47	1.5	30	/	11	2

These rows are one share of the data, so the mix of outcomes need not match the whole.
